# 697 NFkB inh: inhibitors of the PMA/ionomycin-induced NF-kB reporter in 697 B cells. 697 B-cell NF-kB luciferase reporter, 16 h. inhibition, % at 4 µM. actives 0.33% (n = 330,000). AID 435022; in the data active means inhibition above about 35%
# CXCR6 inh: inhibitors of human CXCR6 receptor | CHO-K1 PathHunter CXCR6 beta-arrestin, luminescence | inhibition, % at 20 µM | actives 0.36% (n = 360,000); in the data active means inhibition above about 34%, passing the limit was not always enough;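 further: antagonist mode with CXCL16 agonist at 10 nM final; 0% = 10 nM CXCL16 with DMSO and 100% = unstimulated wells without agonist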
# Target sequence (O00574 whole entry, looked up): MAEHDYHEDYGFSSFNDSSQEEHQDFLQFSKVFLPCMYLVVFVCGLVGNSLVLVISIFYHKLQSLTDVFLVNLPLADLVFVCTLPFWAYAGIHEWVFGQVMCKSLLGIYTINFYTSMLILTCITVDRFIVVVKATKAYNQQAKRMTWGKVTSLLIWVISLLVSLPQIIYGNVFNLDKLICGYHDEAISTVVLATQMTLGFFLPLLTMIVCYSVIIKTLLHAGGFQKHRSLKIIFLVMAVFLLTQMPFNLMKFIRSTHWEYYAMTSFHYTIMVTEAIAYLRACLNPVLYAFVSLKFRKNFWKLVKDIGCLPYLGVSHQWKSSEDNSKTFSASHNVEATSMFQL
# CCR6 antagonist: CCR6 (human) receptor antagonism | CHO-K1 CCR6 PathHunter beta-arrestin, luminescence, CCL20-stimulated | inhibition, % at 20 µM | actives 0.49% (n = 340,000);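 active means compounds whose inhibition of the agonist-driven luminescence signal at 20 µM reaches about 50%, limit read from the data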;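 further: cells stimulated with CCL20 at 14 nM final; plate controls were DMSO with CCL20 for no effect and DMSO without agonist for full effect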
# Target sequence (P51684 whole entry, looked up): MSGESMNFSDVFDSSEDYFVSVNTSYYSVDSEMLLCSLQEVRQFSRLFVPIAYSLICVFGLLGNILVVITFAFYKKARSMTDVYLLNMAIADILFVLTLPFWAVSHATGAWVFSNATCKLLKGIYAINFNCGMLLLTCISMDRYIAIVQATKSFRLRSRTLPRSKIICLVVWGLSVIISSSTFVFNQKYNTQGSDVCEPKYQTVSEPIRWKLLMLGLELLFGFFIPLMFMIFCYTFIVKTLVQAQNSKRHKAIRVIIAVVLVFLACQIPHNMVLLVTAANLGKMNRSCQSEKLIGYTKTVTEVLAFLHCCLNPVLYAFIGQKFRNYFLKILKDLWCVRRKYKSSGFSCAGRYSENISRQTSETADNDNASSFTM
# Gli-Sufu block: antagonists of Gli-Sufu signaling; inhibition, % at 5 µM; actives 0.74% (n = 340,000); Sufu-KO-LIGHT fibroblasts, Gli luciferase reporter luminescence;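 active means inhibition above about 55%, limit read from the data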;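 further: 0% = DMSO-treated cells and 100% = wells with medium but no cells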
# UPR CHOP act: apoptotic UPR (CHOP) activation | CHO-CHOP luciferase reporter, luminescence; percent of tunicamycin response over DMSO baseline | activation, % at 10 µM | actives 0.34% (n = 330,000) | AID 449763;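 active means at 10 µM dose, activation of 40% or more, normalized to positive control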;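 further: 100% = tunicamycin at 10 µg/mL and 0% = DMSO alone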
#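 Evaluation: % reporter activation, DMSO baseline versus tunicamycin full activation; System: CHO-CHOP luciferase reporter cell line; Input: 500 cells/well; Incubation: 6 h compound treatment, 37 °C; Measured by: Steady-Glo luciferase luminescence; Dosing: one dose, 10 µM in 0.5% DMSO; Buffer or medium: F12 medium, 10% FBS; Benchmarks: positive tunicamycin 10 µg/mL, negative DMSO alone.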
# Jurkat NFkB inh: lowers PMA/ionomycin-induced NF-kB signal in Jurkat cells. PMA/ionomycin-induced NF-kB luciferase reporter, luminescence. inhibition, % at 4 µM. actives 0.53% (n = 330,000). AID 435003; in the data active means inhibition above about 50%
# EBI2 antag: blocks human EBI2 receptor beta-arrestin signaling; P32249; actives 0.81% (n = 360,000); inhibition, % at 5 µM; EBI2 beta-arrestin recruitment, luminescence, 7a,25-OHC stimulated; in the data active means inhibition above about 38%;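 further: enzyme fragment complementation signal reports receptor beta-arrestin coupling in cells; 0% = agonist plus DMSO wells and 100% = wells without agonist; some results beyond the cut were filed as inactive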
# Target sequence (P32249 whole entry, looked up, the tested form may be a part): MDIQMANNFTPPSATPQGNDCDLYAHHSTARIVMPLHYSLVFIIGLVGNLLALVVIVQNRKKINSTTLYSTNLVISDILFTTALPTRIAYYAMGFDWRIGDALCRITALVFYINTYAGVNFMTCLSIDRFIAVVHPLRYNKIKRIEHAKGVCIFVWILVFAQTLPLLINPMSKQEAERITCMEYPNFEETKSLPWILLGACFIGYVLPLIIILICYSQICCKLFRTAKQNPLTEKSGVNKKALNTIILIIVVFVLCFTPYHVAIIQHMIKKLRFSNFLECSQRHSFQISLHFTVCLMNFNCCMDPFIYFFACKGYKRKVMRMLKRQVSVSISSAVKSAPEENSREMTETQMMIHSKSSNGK
# Mdm2 MdmX PPI: inhibitors of human Mdm2/MdmX interaction | inhibition, % at 8 µM | SaOS-2 split-luciferase Mdm2/MdmX complementation, luminescence | AID 485346 | O15151+Q00987 | actives 3% (n = 330,000);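 active means inhibition of at least 50% at 8 µM in the primary screen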
# UPR XBP1 act: adaptive UPR (XBP1) activation. AID 463104. actives 0.33% (n = 330,000). activation, % at 20 µM. CHO-XBP1 luciferase reporter, IRE1-XBP1 UPR activation, luminescence; percent of tunicamycin response, DMSO as zero;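 active means versus positive control, 20 µM dose yields 30% or more activation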;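 further: 100% = tunicamycin at 10 µg/mL and 0% = DMSO only wells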
#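 Test system: CHO-XBP1 luciferase reporter cells | Buffer or medium: Serum-containing F12 medium, 10% FBS | Schedule: 6 h compound exposure at 37 °C, 5% CO2 | Detection: Steady-Glo luciferase glow luminescence, 10 min after reagent addition | Read-out basis: Activation, % of tunicamycin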
# The depositor's hits bear a star; / = not tested or not shown.
SMILES,697 NFkB inh,CXCR6 inh,CCR6 antagonist,Gli-Sufu block,UPR CHOP act,Jurkat NFkB inh,EBI2 antag,Mdm2 MdmX PPI,UPR XBP1 act
CSc1nc(C(=O)N2CCCC(N3CCN(c4ccccc4C)CC3)C2)cs1 (stereo unspecified),12.0,-3.2,13.1,20.4,0.8,-6.0,0.8,20.1,-4.3
CCOC(=O)c1c(C)n(OCc2ccccc2)c2ccc3nonc3c12,12.3,5.8,8.5,4.2,3.6,7.6,13.6,11.8,-2.2
Cc1c(C(=O)N2CCOCC2)sc(NC(=O)CCl)c1C#N,16.5,-10.2,2.5,11.6,5.3,-3.7,-3.5,10.9,1.9
Cn1c(=O)c2c(nc(CN3CCN(C(=O)c4ccco4)CC3)n2CCCc2ccccc2)n(C)c1=O,-3.4,-0.4,-0.8,5.8,-1.7,-26.3,1.6,19.1,0.1
CCc1ccc(NC(=O)CSc2ccccn2)cc1,-33.9,2.4,6.1,-15.9,5.3,-43.9,3.0,-76.3,2.2
Cc1ccccc1-c1nc(CN2CCCC(C(=O)NCCCN3CCOCC3)C2)c(C)o1 (stereo unspecified),10.9,-3.9,16.2,27.2,-1.5,8.0,-6.8,23.1,0.7
Cn1c(SCC(N)=O)nnc1C1CCN(S(=O)(=O)c2ccccc2C(F)(F)F)CC1,-19.8,-3.0,5.7,-4.6,1.2,-3.4,5.4,16.9,1.9
CCn1c(CNc2ccc(C)cc2)nnc1SCC(N)=O,-5.5,0.4,8.1,2.2,-1.2,-10.8,6.9,12.0,2.2
COc1cc(/C=N/NC(=O)C(C)n2nnc3ccccc32)ccc1O (stereo unspecified),5.2,-6.3,12.8,6.2,0.2,-13.6,2.0,-4.4,0.2
CCCc1ccc(-c2cc(C(=O)N3CCN(c4ccccn4)CC3)c3ccccc3n2)cc1,-256.8,2.3,15.7,-67.9,3.6,-39.9,-6.1,2.6,2.6
CSc1ccc(Cl)c(C(=O)NCCOc2cc(C)ccc2C(C)C)c1,-14.7,2.4,20.0,5.2,-0.6,-9.3,21.2,-1.2,-3.5
O=c1cc(O)nc[nH]1,16.1,5.2,-6.2,-8.7,-2.2,2.1,-4.3,13.6,-0.1
CCC(CC)C(=O)N(c1ccc(F)cc1)C1C=CS(=O)(=O)C1 (stereo unspecified),9.0,-16.0,4.0,2.0,1.7,-3.3,-6.2,2.3,-3.0
CC1(C)CC(=O)C(Br)=C(O)C1,/,-3.4,11.3,-8.7,/,/,-1.3,/,/
CC(C)c1ccc(/C=C/C(=O)O)cc1,-8.6,0.6,-3.1,-1.6,-1.5,-6.1,-1.5,17.9,-0.7

# Look-ups from the list:
# Value for Cn1c(=O)c2c(nc(CN3CCN(C(=O)c4ccco4)CC3)n2CCCc2ccccc2)n(C)c1=O under CXCR6 inh: -0.4
# Value for CCOC(=O)c1c(C)n(OCc2ccccc2)c2ccc3nonc3c12 under UPR CHOP act: 3.6
# Value for CC(C)c1ccc(/C=C/C(=O)O)cc1 under Jurkat NFkB inh: -6.1

# The list goes on.
SMILES,697 NFkB inh,CXCR6 inh,CCR6 antagonist,Gli-Sufu block,UPR CHOP act,Jurkat NFkB inh,EBI2 antag,Mdm2 MdmX PPI,UPR XBP1 act
CCn1c(SCC(=O)Nc2nc3ccc(C)cc3s2)nc2c(c1=O)SC(C)C2 (stereo unspecified),-30.1,-1.6,-10.2,46.9,5.1,-2.1,17.7,17.4,-2.3
COc1ccccc1CNC(=O)CN(c1ccc(C)cc1)S(=O)(=O)c1c(C)noc1C,-59.3,5.3,18.9,2.8,-0.4,-3.9,10.4,7.4,-2.7
Cc1ccc2ncnc(-c3ccccc3)c2c1,-7.3,1.2,10.4,/,-1.0,7.8,-3.5,24.7,-3.8
CCCCCC(=O)N1CC2(CC(c3cccc(NC(=O)COc4ccc(Cl)cc4)c3)=NO2)C[C@@H]1C(N)=O (stereo partly specified),-22.8,-6.1,13.8,17.3,-2.0,9.4,30.1,29.7,-2.7
CCN(CC)C(=S)NC(=O)c1ccc(F)cc1,-14.5,-7.2,11.9,-2.1,0.2,-6.8,0.3,0.1,-3.2
CN(C(=O)c1ccc2c(c1)C(=O)N(CCC1=CCCCC1)C2=O)C1CCCCC1,-11.1,-3.7,4.1,-0.6,3.1,10.9,12.5,-2.5,2.7
Cc1noc(C)c1COC(=O)/C=C/c1ccccc1Cl,5.6,-1.7,24.6,32.4,0.9,1.3,5.9,10.1,0.1
Cc1cccc(CN2CCC(C(=O)Nc3ccc(Oc4cccnc4)cc3)CC2)c1,-28.0,-0.7,17.6,17.8,0.5,-7.3,5.2,19.2,-4.4
CCOC(=O)Cc1csc(NC(=O)c2c(O)c3ccccc3n(CC(C)C)c2=O)n1,21.0,-5.6,14.6,7.9,16.0,8.1,7.0,8.8,4.1
O=C(O)CCCNC(=O)/C(=C\C=C\c1ccccc1)NC(=O)c1ccccc1Cl,1.6,2.8,0.4,-3.9,-1.9,-3.9,-4.5,8.0,-5.9
Cc1nc(-c2ccc([N+](=O)[O-])cc2)c(-c2ccccc2)o1,-6.5,-24.0,6.6,-25.3,-0.6,-12.3,-11.4,34.1,3.0
CC(=O)c1c(C)nc2ccccc2c1N,1.9,6.2,1.5,2.1,1.2,-2.0,2.5,1.4,0.7
CCC1CCc2c(sc(NC(C)=O)c2C#N)C1 (stereo unspecified),-60.1,1.0,3.2,-0.9,0.2,-18.4,-4.0,26.9,4.1
COc1ccccc1CNC(=O)C1CCCN(S(=O)(=O)c2cccs2)C1 (stereo unspecified),5.2,3.2,14.3,20.9,-1.2,-3.4,-4.3,-7.4,0.3
S=C(NCCc1ccccn1)Nc1ccc(Cl)cc1,-47.0,1.8,9.6,-40.5,3.6,12.1,0.8,-2.4,1.3
CC(=O)N1N=C(c2ccc(C)o2)CC1c1cccc(F)c1 (stereo unspecified),1.6,11.8,11.5,-2.0,0.8,-22.4,2.2,-5.7,-1.7
Cc1ccc(S(=O)(=O)NCC(=O)OCc2csc(CC(=O)Nc3ccccc3C)n2)cc1C,/,-0.6,4.4,-12.4,/,/,-7.3,/,/
Cc1ccccc1OCC(O)Cn1c(N2CCCCC2)nc2c1c(=O)[nH]c(=O)n2C (stereo unspecified),-1.4,-4.1,9.6,3.1,-1.3,3.0,-2.3,1.7,0.9
CCc1ccc(NC2=CC(=O)CC(C)(C)C2)cc1,-6.9,14.2,4.1,-1.4,-0.8,-23.8,7.2,5.6,-6.1
Cc1ccc(CSc2nc3nc(C)cc(C)c3c(=O)[nH]2)cc1,-10.3,0.0,0.3,3.3,-1.4,-16.5,4.0,-1.4,-2.2
CC(C)C[C@H](NC(=O)OCC1c2ccccc2-c2ccccc21)C(=O)O,/,-8.6,9.2,-66.3,/,/,6.0,/,/
COc1ccc(NC2CC(=O)N(CCc3ccccc3)C2=O)cc1 (stereo unspecified),3.8,5.6,4.0,-4.8,-1.7,-5.8,5.6,1.3,0.9
COc1ccccc1/C=C1\SC(=S)N(CCC(=O)NCCCn2ccnc2)C1=O,26.9,0.7,20.2,-6.3,-1.2,-7.4,5.2,6.6,-7.9
O=C(O)Cc1ccc(NC(=O)C2CCCCC2C(=O)O)cc1 (stereo unspecified),-5.8,1.9,2.8,1.5,2.0,3.1,6.0,3.7,-0.5
Cn1cc(Br)cc2nc(C(F)(F)F)nc1-2,-0.6,-5.8,3.4,-3.5,-1.8,5.7,-3.0,5.7,-2.3
NC(=O)C1CCN(CC(=O)Nc2cc(S(=O)(=O)N3CCOCC3)ccc2N2CCCC2)CC1,11.0,-4.1,3.0,-3.5,-1.5,0.7,-9.8,11.9,-1.3
COc1cccc(C2/C(=C(/O)c3ccc(C)cc3)C(=O)C(=O)N2Cc2ccco2)c1 (stereo unspecified),-4.7,-1.1,5.1,-3.1,-2.8,-18.2,-14.2,11.9,-2.3
C=CCN1C(=O)c2ccc(C(=O)N3CCN(S(=O)(=O)c4cccc([N+](=O)[O-])c4)CC3)cc2C1=O,20.7,-12.4,-6.4,1.6,1.0,-6.5,-2.0,-4.7,-2.0
O=C(O)C1C2C=CC(C3CC23)C1C(=O)O (stereo unspecified),-3.7,-5.6,4.3,-1.0,-0.8,3.3,-7.6,-11.6,-1.1
CCN(CC)S(=O)(=O)c1ccc(/C(O)=C(\C#N)c2nc3ccccc3n2C)cc1,-33.9,4.5,-5.6,-8.4,0.8,-8.4,2.2,18.5,8.2

# Compound profiles, from the list above.
# Listed for Cc1cccc(CN2CCC(C(=O)Nc3ccc(Oc4cccnc4)cc3)CC2)c1 : 697 NFkB inh: -28.0; CXCR6 inh: -0.7; CCR6 antagonist: 17.6; Gli-Sufu block: 17.8; UPR CHOP act: 0.5; Jurkat NFkB inh: -7.3; EBI2 antag: 5.2; Mdm2 MdmX PPI: 19.2; UPR XBP1 act: -4.4
# Listed for CC1(C)CC(=O)C(Br)=C(O)C1 : 697 NFkB inh: /; CXCR6 inh: -3.4; CCR6 antagonist: 11.3; Gli-Sufu block: -8.7; UPR CHOP act: /; Jurkat NFkB inh: /; EBI2 antag: -1.3; Mdm2 MdmX PPI: /; UPR XBP1 act: /

# (cont.)
SMILES,697 NFkB inh,CXCR6 inh,CCR6 antagonist,Gli-Sufu block,UPR CHOP act,Jurkat NFkB inh,EBI2 antag,Mdm2 MdmX PPI,UPR XBP1 act
O=C(COC(=O)c1ccc(O)cc1)NCC1COc2ccccc2O1 (stereo unspecified),18.4,3.1,8.8,1.5,-2.7,13.7,-13.1,-22.7,0.8
Cc1ccc(NC(=O)N/C=C/c2ccccc2)cc1,-12.3,-11.7,-8.4,2.4,0.9,-20.1,-8.5,-37.4,1.7
COc1cc2c(cc1OC)[C@H](C)N(C(=S)Nc1ccc(F)cc1)CC2,-2.6,-22.5,2.2,2.8,1.0,7.5,-11.4,20.8,-1.8
C/C(=N\NC(=O)Cc1ccc(Br)cc1)c1cccnc1,9.2,2.3,-7.7,1.6,0.3,-1.1,9.5,9.7,-2.7
Cc1cc(C)cc(NC(=O)C2CCC(CNC(=O)[C@@H]3Cc4ccccc4CN3)CC2)c1 (stereo partly specified),-0.2,6.9,15.1,56.9*,1.3,11.2,8.7,32.7,-4.8
CCOc1ccc(/C=N/Nc2nncc(-c3ccccc3)n2)cc1OC,5.4,-7.9,20.3,-1.0,1.8,2.0,2.3,27.2,4.1
COc1cc(/C=C2/SC(=Nc3ccc(O)cc3)NC2=O)ccc1O,-82.9,11.6,18.8,-21.9,0.6,59.1*,-0.2,74.1*,14.5
N#C/C(=C\c1ccc(-c2nc3ccccc3s2)o1)C(N)=O,-29.3,3.6,9.0,-12.3,7.4,-53.6,39.0,-19.0,10.4
Cc1ccc(C(=O)N2[C@@H]3CN(C)C(=O)[C@@]2(Cc2ccccc2)[C@H]2C(=O)N(C)C(=O)[C@@H]32)cc1,/,3.1,8.0,-2.5,/,/,6.0,/,/
COc1ccccc1NC(=O)CSc1nc(N)c(-c2ccccc2)c(=O)[nH]1,7.3,-3.1,9.2,-13.2,-2.0,-0.5,-5.7,18.6,-1.7
Cc1cc(C(=O)CSc2nc3ccc(Cl)cc3[nH]2)c(C)n1C,-17.9,-3.1,-5.5,2.8,-0.6,-5.7,14.3,7.1,0.7

# From PubChem BioAssay
